Compound activity: PubChem, National Center for Advancing Translational Sciences (NCATS)
Abeta yeast res – compounds reversing amyloid beta toxicity in yeast; yeast expressing A-beta42, growth rescue, OD600, 48 h; response scale: 0% DMSO, 100% iron-clioquinol control; AID 1347071; Potency, µM (titrated, usually from 46.1 µM), for inactives: at the top dose growth rescue, most hits filed as activators; actives 0.063% (n = 410,000); note: potency is the fitted concentration of half-maximal effect; nearly all actives have a fitted effect of over 55% in size
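Growth rescue measured by 600 nm absorbance after 48 h yeast culture at 30 C with compound. Values normalized between DMSO and an equimolar ferric chloride plus clioquinol control.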
IL2 activator – IL-2 activation; IL-2 activation reporter assay, cell-based qHTS; stimulated with anti-CD3/CD4/CD28 beads; in transgenic mouse T cells; activation, % (series mostly up to about 46 µM); actives 0.065% (n = 360,000); in the data active = activation above about 50%; inconclusive = mostly about 30% to 49%; note: 0% is about no effect
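Screening format: compound pinned onto unstimulated transgenic mouse T cells, 60 min incubation, then anti-CD3/anti-CD4/anti-CD28 bead stimulation for 18 hours at 37 degrees C, followed by EGFP and DsRed detection.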
EPAC1 agonist – agonists of human EPAC1 | EPAC1 agonist qHTS, biochemical assay; response scale: 100% = response to 6.5 mM cAMP | Potency, µM (highest dose often 154 µM), for inactives: at the highest dose activation, most hits filed as activators | actives 0.073% (n = 360,000) | AID 720707; note: potency is the fitted concentration of half-maximal effect; nearly all actives have a fitted effect of over 60% in size
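Nucleotide exchange assay: 100 nM EPAC1 with 250 nM Rap1B loaded with BODIPY-GDP and 50 uM GDP, room temperature. Fluorescence (480/540 nm) read every 5 min for 30 min; signal change normalized to 6.5 mM cAMP as full agonist.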
PLK1 PBD inh – inhibitors of human PLK1 polo-box domain binding. P53350. Plk1 PBD binding of FITC phosphopeptide, fluorescence polarization. Potency, µM, for inactives: max response, negative = inhibition, hits mostly inhibitors. actives 2.8% (n = 360,000). AID 720504; note: potency is the fitted concentration of half-maximal effect; series mostly up to about 57 µM; % is set by controls: 0 for no effect and ±100 for the full control effect; nearly all actives have a fitted effect of over 65% in size
FUS yeast rescue – rescues growth of FUS-expressing yeast. S. cerevisiae FUS-expressing, growth rescue, OD600, 24 h. Potency, µM (titrated, usually from 76.6 µM), inactives show top-dose growth rescue (activation), most hits filed as activators. actives 0.24% (n = 390,000). AID 1347120;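 note: potency is the fitted concentration of half-maximal effect; plate controls were DMSO vehicle for no effect and reference control for full effect; nearly all actives have a fitted effect of over 55% in size; some results filed as inactive show a strong effect at the top dose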
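Read-out: OD at 600 nm after 24hr at 30C, reporting rescue of FUS-induced yeast toxicity. Cells at OD 0.005 in galactose (2%) minimal medium; compounds tested in a dilution series; CP55940 titration from 92uM final as control.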
PI5P4K alpha inh – PI5P4K alpha (human) kinase inhibition. PI5P4Kalpha enzyme, ADP-Glo luminescence, 60 min; hits give low values. max response, %. AID 652105. actives 1.2% (n = 330,000); active = max response of -50% or lower; inconclusive = between -30% and -50%; inactive = -30% or higher; note: value at the top dose of about 77 µM; % is set by controls: 0 for no effect and ±100 for the full control effect
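ADP-Glo luminescence end-point read after a 60 min room-temperature kinase reaction of PI5P4Kalpha plus substrate, initiated with ATP at 5 microM final. Buffer: 0.038 M HEPES pH 7.4, EGTA, 0.1% CHAPS, 5% DMSO.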
WRN inhibitor – inhibitors of human WRN helicase. actives 0.46% (n = 360,000). AID 651768. Potency, µM (top dose mostly 114 µM), without a hit: at the highest dose activity change, negative = inhibition, most hits filed as inhibitors. Q14191. WRN helicase unwinding, fluorescent forked duplex, kinetic; note: potency is the fitted concentration of half-maximal effect; % is set by controls: 0 for no effect and ±100 for the full control effect; nearly all actives have a fitted effect of over 55% in size
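Screening of the MLSMR collection measured strand separation of a quenched forked DNA duplex (100 nM) by 20 nM WRN with 2 mM ATP, all final. Compounds were preincubated with enzyme 15 min at room temperature.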
EPAC1 antagonist – blocks human EPAC1 exchange factor; actives 0.14% (n = 360,000); Potency, µM (doses to about 115 µM), for the others: at the highest dose activity change, negative = inhibition, most hits filed as inhibitors; EPAC1 GEF assay, Rap1b-BODIPY-GDP exchange fluorescence; AID 720709; O95398;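 note: potency is the fitted concentration of half-maximal effect; plate controls were vehicle for no effect and positive control for full effect; nearly all actives have a fitted effect of over 50% in size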
Numbers without * were called inactive; ? = inconclusive; · = no result given; [ ] = dose if it differs, or a comment. Unless noted, calls come from the whole dose curve; as a rule, active = well fitted curve in the direction sought with a large enough effect; inconclusive = small, poorly fitted or top-dose-only effect, or another doubt; inactive = no such curve, though single readings can be large; an effect the other way counts as inactive or inconclusive.

Start of the listing, in advance (eight entries):
SMILES | Abeta yeast res | IL2 activator | EPAC1 agonist | PLK1 PBD inh | FUS yeast rescue | PI5P4K alpha inh | WRN inhibitor | EPAC1 antagonist
CCOc1ccc(S(=O)(=O)N2CCOCC2)cc1NC(=O)CSCc1ccc(C)cc1 | 4% | -0.6 | 7% | -6% | -9% | 0 | -1% | -25%
CCOC(=O)c1sc(=NC(=O)c2ccco2)n(C)c1C | -9% | 0.2 | 2% | -3% | -7% | 0 | 1% | -6%
CCN1C(=O)C2C(C1=O)N1C(c3ccccc3)C3C(=O)N(CC)C(=O)C3N1C2c1ccccc1 (stereo unspecified) | -12% | -1.4 | -9% | -7% | 14% | 1 | -5% | -13%
CCN(CC)CCNC1=NCCn2c1cc1cc(OC)ccc12 | 0% | -3.2 | 15% | -12% | 2% | 8 | -11% | -8%
CC(C)Sc1nnc(-c2c[nH]c3ccccc23)n1C | 28% | -2.3 | 0% | -5% | -22% | 12 | -5% | 2%
CN(C)S(=O)(=O)c1cccc(NC(=O)NCCCl)c1 | 4% | -0.6 | -13% | 2% | -26% | -4 | 3% | 5%
COc1ccc(C)cc1NC(=O)NC1CC(=O)N(c2ccc3c(c2)OCCO3)C1 (stereo unspecified) | 3% | 1.1 | 0% | -12% | -14% | 2 | -5% | -3%
CCN(Cc1ccccc1)S(=O)(=O)c1cc(C(=O)OC)n(C)c1 | 0% | -3.6 | -7% | 1% | 2% | 4 | -1% | -9%

The whole of this part, from the first entry:
SMILES | Abeta yeast res | IL2 activator | EPAC1 agonist | PLK1 PBD inh | FUS yeast rescue | PI5P4K alpha inh | WRN inhibitor | EPAC1 antagonist
CCOc1ccc(S(=O)(=O)N2CCOCC2)cc1NC(=O)CSCc1ccc(C)cc1 | 4% | -0.6 | 7% | -6% | -9% | 0 | -1% | -25%
CCOC(=O)c1sc(=NC(=O)c2ccco2)n(C)c1C | -9% | 0.2 | 2% | -3% | -7% | 0 | 1% | -6%
CCN1C(=O)C2C(C1=O)N1C(c3ccccc3)C3C(=O)N(CC)C(=O)C3N1C2c1ccccc1 (stereo unspecified) | -12% | -1.4 | -9% | -7% | 14% | 1 | -5% | -13%
CCN(CC)CCNC1=NCCn2c1cc1cc(OC)ccc12 | 0% | -3.2 | 15% | -12% | 2% | 8 | -11% | -8%
CC(C)Sc1nnc(-c2c[nH]c3ccccc23)n1C | 28% | -2.3 | 0% | -5% | -22% | 12 | -5% | 2%
CN(C)S(=O)(=O)c1cccc(NC(=O)NCCCl)c1 | 4% | -0.6 | -13% | 2% | -26% | -4 | 3% | 5%
COc1ccc(C)cc1NC(=O)NC1CC(=O)N(c2ccc3c(c2)OCCO3)C1 (stereo unspecified) | 3% | 1.1 | 0% | -12% | -14% | 2 | -5% | -3%
CCN(Cc1ccccc1)S(=O)(=O)c1cc(C(=O)OC)n(C)c1 | 0% | -3.6 | -7% | 1% | 2% | 4 | -1% | -9%
Fc1ccc(/C=N/n2c(C3CCCCC3)n[nH]c2=S)cc1 | 13µM* | -1.2 | -1% | ? | -21% | -1 | -5% | -6%
Cc1ccc(/C(N)=N/OC(=O)c2ccc(F)cc2)cc1 | -21% | -1.9 | 0% | -2% | 18% | · | -12% | 0%
COC(=O)CC1(CC(N)=O)SCCS1 | -3% | -2.6 | 9% | -3% | · | -4 | 10% | -16%
Cc1cc2nc(/C=C/c3nc4cc(C)c(C)cc4[nH]3)[nH]c2cc1C | -8% | 3.0 | 7% | -2% | -13% | -16 | -2% | -7%
COc1ccc(Nc2nc(-c3cccs3)cs2)c(OC)c1 | 0% | 0.7 | 12% | -12% | 2% | 9 | -2% | 5%
COC(=O)c1c(-c2ccncc2)csc1NC(=O)c1ccoc1C | 2% | 0.8 | 6% | -6% | 22% | · | -34% | -3%
CCOC(=O)N1CCN(C(=O)Cc2cccs2)CC1 | -9% | 0.2 | 7% | -7% | 1% | 2 | 4% | 12%
CCOC(=O)c1ccc2[nH]c3c(c2c1)CCCC3C(=O)OCC (stereo unspecified) | 3% | -0.4 | 9% | 1% | -5% | -1 | -6% | -26%
COCCOC1CCN(Cc2cn(Cc3ccccc3)nc2-c2cc3ccccc3o2)CC1 | 11% | 9.1 | -3% | -22% | 15% | 1 | -2% | -5%
N#CC1=C(N)Oc2cc3ccccc3cc2C1c1cccs1 (stereo unspecified) | -3% | -0.9 | 6% | -2% | 42% | -2 | -17% | 9%
COc1cc(NS(C)(=O)=O)c(OC)cc1NC(=O)c1cccc(F)c1 | 2% | -1.0 | 3% | 2% | 12% | · | -13% | -8%
COc1cccc(/C=C/C(=O)Oc2ccc(C(=O)c3ccc(F)cc3)cc2)c1 | 7% | -0.7 | 10% | 10% | -3% | 6 | -6%[57.1 µM] | 7%
CC(C(=O)Nc1ccc(F)c(F)c1F)N(C)Cc1cccs1 (stereo unspecified) | -11% | -1.3 | -2% | -10% | -8% | 15 | -6% | -16%
CCc1nnc(NC(=O)c2ccc(S(=O)(=O)N(CC(C)C)CC(C)C)cc2)o1 | 19% | -1.0 | -16% | -7% | 28% | 0 | 11%[57.1 µM] | -13%
N#Cc1nc(-c2cccs2)oc1N1CCOCC1 | 16% | -3.2 | -4% | -8% | 4% | · | 2% | 7%
Cc1ccc(O)c(C2=Nc3ccccc3N=C(c3ccc([N+](=O)[O-])cc3)C2)c1 | -17% | 0.6 | -4% | -4% | · | 17 | -8% | -28%
O=C(Nc1cc(C(F)(F)F)ccc1N1CCCC1)C1CCCO1 (stereo unspecified) | -7% | -0.5 | -2% | -2% | -15% | 0 | 6% | 11%
SMILES | Abeta yeast res | IL2 activator | EPAC1 agonist | PLK1 PBD inh | FUS yeast rescue | PI5P4K alpha inh | WRN inhibitor | EPAC1 antagonist
O=S(=O)(c1ccc(S(=O)(=O)N2CCN3CCCC3C2)cc1)N1CCCC1 (stereo unspecified) | 4% | -1.0 | 11% | -11% | -1% | · | -10% | 5%
O=C(NCCc1ccc(Cl)cc1)C1CCN(S(=O)(=O)c2ccc(-n3cnnn3)cc2)CC1 | -2% | -1.6 | 0% | ? | 13% | 1 | 9% | -4%
C=CCNS(=O)(=O)c1ccc2nsnc2c1 | 21% | 4.0 | 2% | -27% | -16% | · | -8% | 3%
COc1ccc(C)cc1NC(=O)CCN1CCN(c2ccccc2)CC1 | -3% | -0.3 | -2% | 1% | 6% | 8 | 4% | -10%
Cc1ccc(C)c(C(=O)CCC(=O)Nc2cccnc2)c1 | 30% | 1.4 | -1% | 2% | -2% | 0 | -8% | 1%
O=C(CN1C(=O)NC2(CCCCC2)C1=O)N1CCOCC1 | -13% | 0.8 | -2% | -8% | · | 4 | 2% | 1%
CCOc1cc(/C=N/NC(=O)c2nnn(-c3nonc3N)c2C)ccc1OCc1cccc(F)c1 | -5% | -0.9 | -3% | 8% | -23% | 1 | 3% | -4%
COc1cc(NC(=O)c2cccs2)c(OC)cc1NC(=O)CCn1nnc2ccccc21 | 25% | -2.2 | -5% | 2% | 30% | · | -24% | 11%
COc1ccc2ccc3c(c2c1)N=C[C@]1(O3)N(C)c2ccccc2C1(C)C | -29% | -0.5 | 14% | 3µM* | 35% | ? | 11µM* | ?
CCCCCCSc1ccc([C@H]2N[C@@](CC(C)C)(C(=O)OC)[C@H]3C(=O)N(C)C(=O)[C@@H]23)cc1 | 8% | -2.6 | -21% | -25% | 41% | 12 | -8% | -29%
COc1ccc2c3c([nH]c2c1)C1CC2C(CC(O)C(OC)C2CO)CN1CC3 (stereo unspecified) | -21% | 1.2 | -11% | -3% | -2% | 5 | 4% | -19%
CCC1Oc2ccc(C)cc2N(CC(=O)NCCCN2CCN(Cc3ccccc3)CC2)C1=O (stereo unspecified) | 5% | -2.1 | 6% | -2% | -5% | · | -14% | -3%
Cc1ccc(-c2cccc(C(=O)NCCc3ccccc3)n2)c2ccccc12 | 0% | -0.5 | 3% | -8% | ? | 6 | 2% | -5%
CCCCNC(=O)C1CCCN1C(=O)NC1CCCCC1 (stereo unspecified) | 4% | -1.8 | 6% | -2% | 17% | 0 | 5% | -1%
CC1CC2=C(C(=O)O1)C(c1ccccc1)Nc1ccccc1N2 (stereo unspecified) | -7% | -3.1 | 2% | 1% | 11% | -3 | -4% | -10%
COc1cccc(OCC(=O)NN=C2c3ccccc3-c3ccccc32)c1 | 0% | 0.1 | 7% | -8% | ? | · | -10% | -15%
COc1ccccc1-c1oc2ccccc2c1C#CC1(O)CCCCC1 | 15% | -0.1 | -9% | -14% | 32% | 14 | -11% | -30%
C[C@]12CCC3C(CC[C@H]4CCCC[C@]34C)C1CC[C@@]2(O)CNCCO (stereo partly specified) | -40%[inhibitor] | -4.2 | 4% | -3% | -4% | 11 | 0% | 18%
COc1cc(C2C3=C(Nc4ncnn42)c2ccccc2CC3)cc(OC)c1OC (stereo unspecified) | -8% | -1.2 | 5% | -12% | 12% | -5 | -1% | -3%
O=S(=O)(c1cccc(-c2nc3n(n2)Cc2ccccc2-3)c1)N1CCCC1 | -7% | 1.7 | 4% | -14% | -7% | · | -10% | 18%
CN(C)C(CNc1ncccn1)c1ccccc1 (stereo unspecified) | -9% | 0.6 | 0% | -7% | 13% | -2 | 14% | 13%
C=CCNC(=O)c1cc(-c2ccc3c(c2)OCO3)on1 | 1% | 0.5 | -2% | 0% | -11% | 5 | -5% | 11%
COc1cc2c(=O)n(CC3CCCO3)c(=O)n(CC(=O)Nc3ccc(F)cc3F)c2cc1OC (stereo unspecified) | -6% | -0.1 | -3% | -10% | 3% | 0 | -3% | -12%
Nc1ccc(S(=O)(=O)NNC(=O)C(=O)NNc2ccccc2)cc1 | 11% | 0.3 | 10% | -7% | 22% | -9 | 2% | 7%
Cc1sc2nc(C3CC3)nc(SCC(=O)N3c4ccccc4CC3C)c2c1C (stereo unspecified) | -2% | -2.1 | 5% | -10% | 48% | · | 3% | 4%
COC(=O)Cc1cc(=O)n2[nH]c(SC)nc2n1 | -11% | -2.3 | 6% | 1% | -21% | -3 | 1% | 3%
CCc1cc(C(=O)N/N=C/c2ccc(OC)cc2)c2ccccc2n1 | 4% | 0.3 | 4% | -10% | 26% | -9 | 0% | -20%
O=[N+]([O-])c1ccc(Cl)c(S(=O)(=O)Nc2ccc(-c3ccc(N4CCCC4)nn3)cc2)c1 | 4% | -0.4 | 0% | -20% | 0% | -29 | -6%[11.6 µM] | -19%
